KLK5 inh – inhibitors of human kallikrein 5. recombinant hK5, fluorogenic AMC substrate cleavage. Q9Y337. inhibition, % at 5 µM. 210,000 compounds, 0.59% hits;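 active = inhibition of 40% or more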;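 also: 0% = enzyme controls without compound and 100% = no-enzyme blanks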
FXIa inh 1536 – inhibitors of human coagulation factor XIa; inhibition, % at 5 µM; 220,000 compounds, 0.14% hits; purified FXIa, Boc-Glu-Ala-Arg-AMC fluorogenic substrate;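 active = inhibition of at least 40%; inactive = inhibition below 40%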;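 also: fluorescence of freed AMC excited at 355 nm; 0% = enzyme without compound and 100% = no enzyme blank; many of its hits are not listed in these tables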
Wee1 degr inh – blocks degradation of human Wee1 kinase | AID 1321 | 220,000 compounds, 1.2% hits | reporter increase, % at 5 µM | HeLa Luc-Wee1K328M stability, luciferase luminescence; 100% = proteasome inhibitor MG132 effect;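 active = activation above the mean of all tested compounds plus 3 SD, set per screening run, cut at about 8.8% in these data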;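 also: cells exposed to compound for 20 h before luminescence read; 0% = DMSO alone and 100% = MG132 at 30 µM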
thrombin 1536 – inhibitors of human thrombin; P00734; alpha-thrombin, Boc-VPR-AMC fluorogenic substrate cleavage; inhibition, % at 5 µM; 220,000 compounds, 0.26% hits;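 active = inhibition at or above 40%; inactive = inhibition below 40%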;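 also: 0% = enzyme with no compound and 100% = wells without enzyme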
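Material: human alpha-thrombin protein; Also added: Boc-VPR-AMC substrate, 15 µM final; Timing: enzyme reaction carried out at room temperature; Signal: fluorescence, ex 355 nm, em 460 nm; Measure: % inhibition of thrombin; Controls: enzyme without compound as high, wells lacking enzyme as low.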
14-3-3 Bad inh – disrupts binding of bovine 14-3-3 zeta to phospho-Bad peptide. P63103. TR-FRET 14-3-3zeta/Dy647-pBad peptide displacement, 1 h. inhibition, % at 21.7 µM. 220,000 compounds, 0.71% hits. AID 781;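 active = inhibition above about 70%, limit read from the data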;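 also: 0% = full 14-3-3 plus peptide FRET controls and 100% = background without 14-3-3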
Target sequence (P63103 whole entry, looked up): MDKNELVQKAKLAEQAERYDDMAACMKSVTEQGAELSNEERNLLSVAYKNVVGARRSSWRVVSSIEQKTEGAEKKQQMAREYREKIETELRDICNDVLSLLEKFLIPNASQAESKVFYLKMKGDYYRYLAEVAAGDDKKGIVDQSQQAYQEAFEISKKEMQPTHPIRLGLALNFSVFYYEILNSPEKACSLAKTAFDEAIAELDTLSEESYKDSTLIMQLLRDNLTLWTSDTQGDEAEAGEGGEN
FXIIa inh – inhibitors of human coagulation factor XIIa; P00748; purified FXIIa, Boc-QGR-AMC fluorogenic substrate, 2 h; inhibition, % at 5 µM; 220,000 compounds, 0.3% hits; in the data active = inhibition above about 40%;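 also: 0% = enzyme with no compound and 100% = blank without enzyme; many of its hits are not listed in these tables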
Runt-SMMHC FRET – inhibitors of human RUNX1 Runt domain binding to CBFb-SMMHC; Q01196+Q13951; Cerulean-Runt/Venus-CBFb-SMMHC FRET ratio 530/480, 1 h; inhibition, % at 20 µM; 220,000 compounds, 0.74% hits;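 active = mean inhibition across duplicate retests at 20 µM reaching about 50%, limit read from the data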;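 also: 0% = DMSO wells and 100% = wells with excess untagged CBFb-SMMHC; inhibitors lower the FRET ratio by blocking Runt binding to CBFb-SMMHC; some results filed as inactive read as strong as hits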
Hck-Nef inh – inhibitors of human Hck kinase activated by Nef; 220,000 compounds, 0.68% hits; P08631; inhibition, % at 20 µM; Recombinant Hck-YEEI plus Nef, Z-Lyte FRET kinase assay;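 active = Hck-Nef kinase inhibition above about 50%, limit read from the data; inactive = inhibition below that limit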;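 also: 0% = DMSO with Hck plus Nef and 100% = Hck alone without Nef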
Target sequence (P08631 whole entry, looked up): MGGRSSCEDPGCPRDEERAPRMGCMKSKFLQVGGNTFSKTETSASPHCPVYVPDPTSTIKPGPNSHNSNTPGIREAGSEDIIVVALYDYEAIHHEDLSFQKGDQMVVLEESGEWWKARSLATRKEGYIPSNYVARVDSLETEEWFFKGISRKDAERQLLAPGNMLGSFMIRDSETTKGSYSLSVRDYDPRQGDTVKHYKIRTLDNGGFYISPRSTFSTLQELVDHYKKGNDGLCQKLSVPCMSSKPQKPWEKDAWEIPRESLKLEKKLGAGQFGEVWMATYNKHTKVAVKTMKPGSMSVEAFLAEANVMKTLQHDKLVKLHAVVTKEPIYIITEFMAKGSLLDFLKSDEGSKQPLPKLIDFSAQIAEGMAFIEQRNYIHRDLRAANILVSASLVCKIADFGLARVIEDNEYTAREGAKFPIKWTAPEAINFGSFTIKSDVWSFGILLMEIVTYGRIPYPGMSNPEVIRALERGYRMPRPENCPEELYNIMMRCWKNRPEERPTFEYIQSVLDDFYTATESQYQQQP
Runt-CBFb FRET – blocks binding of human RUNX1 Runt domain to CBFb; 220,000 compounds, 0.46% hits; inhibition, % at 20 µM; Q01196+Q13951; Cerulean-Runt/Venus-CBFb FRET ratio 530/480, 1 h;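 active = inhibition over about 50% at 20 µM in the single-dose screen, limit read from the data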;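 also: 0% = DMSO wells and 100% = excess unlabeled CBFb competitor control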
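Measured by: fluorescence energy transfer, 422 nm excitation, 530/480 nm emission; test system: Cerulean-tagged RUNX1 Runt domain (FRET donor) fusion protein; buffer or medium: Tris pH 7.5 buffer with BSA; compound: one dose, 20 µM compound, 1% DMSO; times: two 1 h room-temperature incubations shielded from light; benchmarks: unlabeled CBFb 5 µM, positive control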
Starred values were filed as active, the others as inactive; x = not tested or not shown; [ ] = dose if it differs, or a comment. No enrichment for hits, and some 4.2% of all compounds hit somewhere here.

SMILES | KLK5 inh | FXIa inh 1536 | Wee1 degr inh | thrombin 1536 | 14-3-3 Bad inh | FXIIa inh | Runt-SMMHC FRET | Hck-Nef inh | Runt-CBFb FRET
CSc1ccc(C(=O)C2CCCN(C(=O)c3cc4cc(F)ccc4[nH]3)C2)cc1 (stereo not drawn) | 1 | -1 | 0 | -3 | 0 | 8 | 1 | 17 | -2
C=CCOc1cccc(C(=O)N2CCCC(CNS(=O)(=O)c3cccs3)C2)c1 (stereo not drawn) | -2 | 2 | 1 | -2 | -5 | 5 | 0 | 16 | -2
CC(/C=N/NC(=O)c1ccccc1F)c1ccccc1 (stereo not drawn) | 5 | 0 | -2 | -1 | 7 | 4 | -1 | 31 | 0
Cc1cc(C)n(-c2ccc([N+](=O)[O-])cc2)n1 | -25 | 10 | -1 | -9 | 0 | 12 | 1 | 1 | 3
O=C(Oc1ccc(Cl)c2cccnc12)c1cccc([N+](=O)[O-])c1 | -19 | -3 | 2 | -1 | 6 | 3 | 1 | 2 | -1
COC(=O)c1cc(NCc2ccccc2F)ccc1N1CCOCC1 | -15 | 2 | -2 | -7 | -12 | 18 | 4 | 0 | 2
CC1CCN(c2ccc(C(=O)Nc3nnc(C4CC4)s3)cc2[N+](=O)[O-])CC1 | 1 | 4 | 0 | 3 | 10[fluorescence artefact?] | 4 | 1 | -1 | -2
COc1ccc(NC(=O)Cn2nnc(C(=O)NCc3ccccc3)c2N)cc1Cl | -11 | -3 | 0 | -2 | 6 | 2 | -8 | -6 | -3
CCC(CC)c1nn2c(N)c(/C=C3\C=Nc4ccccc43)c(=O)nc2s1 | 3 | 12 | -2 | 0 | -6 | 6 | 10 | 12 | -2
COc1ccc(CCNC(=O)COc2ccc(-c3ccccc3)cc2)cc1OC | -8 | 9 | 0 | 8 | 3[fluorescence artefact?] | 9 | 0 | 6 | -4
CN(/N=C/C=C/c1ccccc1)C1=NS(=O)(=O)c2ccccc21 | 0 | 4 | 0 | -3 | 1 | -1 | 1 | 2 | -1
CN(C)c1ccc(C(=O)OCC(=O)Nc2ccc(N3CCOCC3)cc2)cc1 | -5 | -12 | -1 | -3 | -5 | 4 | -2 | -8 | -2
COc1ccc(N=N/C(=C\O)C(=O)c2ccco2)cc1 | -1 | -1 | -2 | -9 | -11 | 10 | -8 | 47 | -8
COC(=O)[C@@]1(Cc2ccc(OC)cc2)[C@H]2c3cc(C(=O)N4CCCC4)n(CCN4CCNC4=O)c3C[C@H]2CN1C(=O)c1ccccc1 | -6 | -9 | 0 | 0 | 1 | 2 | 1 | 0 | -3
CC1CCN(c2oc(-c3ccccc3Cl)nc2C#N)CC1 | 16 | 8 | -2 | 9 | -1 | 11 | -3 | -6 | -1
COCCn1c(N)c(C(=O)NS(=O)(=O)c2ccc(C)cc2)c(=O)[nH]c1=O | 30 | 11 | -1 | 9 | 3 | 6 | -2 | 15 | -1
COc1cc2cc(C(=O)N3CCN(Cc4ccc5c(c4)OCO5)CC3)c(=O)oc2cc1OC | -6 | -9 | -1 | -3 | 2 | -15 | 55* | 29 | 28
CC(C)NC(=O)CSc1nc2ccccc2n1CC(=O)N1CCc2ccccc21 | -1 | -3 | -1 | -5 | -4[fluorescence artefact?] | -2 | 4 | 0 | -12
C=CCNC(=O)CN(c1ccc(OC)cc1OC)S(C)(=O)=O | 6 | -15 | -1 | 1 | 12[fluorescence artefact?] | 12 | -3 | 1 | 2
CC(=O)c1nn(-c2cccc(Br)c2)cc1C(=O)c1ccc(C)cc1 | -26 | -13 | 0 | -2 | -1 | 2 | 0 | 15 | -6
CC1(c2cc([N+](=O)[O-])cc([N+](=O)[O-])c2)CC(C)(C)N(C(=O)c2ccccc2)c2ccccc21 (stereo not drawn) | -10 | 4 | 0 | 1 | 14 | 12 | 0 | 1 | -4
Cn1nc(C(=O)NC2CCCc3ccccc32)ccc1=O (stereo not drawn) | 13 | 3 | 7 | -2 | -14 | 6 | 1 | 21 | -1
NNC(=O)c1sccc1OCc1cccc(C(F)(F)F)c1 | 1 | -2 | -2 | -2 | -21 | 8 | -6 | 21 | 1
CNC(=O)c1cc(NC(=O)CCn2nc(-c3ccccc3)c3ccccc3c2=O)ccc1OC | 2 | 1 | -2 | -7 | -7 | -1 | 2 | 9 | 0
CCOc1ccc(C(C(=O)Nc2ccc(F)cc2)N(C(=O)Cn2nnc3ccccc32)C2CC2)cc1 (stereo not drawn) | -8 | 2 | 0 | 0 | -6 | 18 | 7 | 1 | -1
O=[n+]1cc(-c2cccc3ccccc23)n([O-])c2c1CCC2 | -13 | 1 | -3 | 5 | -2 | 18 | -7 | 2 | 1
O=C(CN1CC(c2ccccc2)CC1=O)OCc1cccc(Br)c1 (stereo not drawn) | 2 | 0 | 0 | 6 | -7 | 11 | -2 | -22 | 0
CCOc1cc(/C=C\[N+](=O)[O-])ccc1OCC(=O)Nc1ccccc1C | -6 | 1 | -4 | 2 | 4 | 23 | -3 | 3 | 18
Cn1nnnc1SCC(=O)N1CCOCC1 | -1 | 7 | 0 | -3 | 3[fluorescence artefact?] | 14 | 0 | 11 | -1
c1ccc(NCn2cncn2)nc1 | 0 | 5 | 3 | -22 | 12[fluorescence artefact?] | 1 | 0 | 1 | -1
CN(C)c1ccc(C2C3C(=O)N(c4ccc(C(=O)O)cc4)C(=O)C3ON2c2ccccc2)cc1 (stereo not drawn) | -9 | 6 | 0 | 0 | -6[fluorescence artefact?] | 4 | 2 | 2 | 1
O=c1c2c(n3cnnc3n1-c1ccccc1)-c1ccccc1CC21CCCC1 | -22 | -1 | -1 | -14 | -4 | 2 | 1 | 4 | 2
CCOc1ccc2nc(SCC(=O)NC3CCS(=O)(=O)C3)[nH]c2c1 (stereo not drawn) | -11 | 5 | -1 | 0 | -12[fluorescence artefact?] | 16 | -12 | 0 | -1
COc1ccc(-c2ccc([C@H]3[C@H]4C=CC[C@@H](C)[C@@H]4C(=O)N3Cc3ccccc3)c(F)c2)cc1C | 2 | 1 | x | 1 | 3 | 8 | 2 | 23 | 1
CC(C)OC(=O)C1C(=O)CC(C)(O)C(C(=O)OC(C)C)C1c1ccccc1 (stereo not drawn) | -4 | -9 | -1 | -26 | -3 | 5 | -2 | 21 | -3
CCC(=O)Nc1ccc2c(c1)C(=O)N(C1CCCCC1)C2=O | -8 | 15 | 0 | -6 | -7 | 19 | 0 | 0 | 0
CC1=NN(C(=O)Cc2ccc(C)cc2)C(O)(c2cccnc2)C1 (stereo not drawn) | 1 | 5 | -1 | 0 | 6 | 16 | 3 | 5 | 0
CCCCC(=O)NS(=O)(=O)c1ccc(N=NN(CC)CC)cc1 | -4 | -6 | -1 | -13 | -1 | 2 | -2 | 16 | -2
CCc1cc(=O)oc2cc(C)c(CN3CCCCC3)c(O)c12 | -22 | 2 | 3 | -7 | -6 | 13 | -15 | 0 | -2
COc1ccc(N2C(=O)C3C4C=CC(c5ccccc5)(C3C2=O)C2C(=O)N(c3ccc(OC)cc3)C(=O)C42)cc1 (stereo not drawn) | -6 | -2 | 1 | 1 | -7 | 6 | 0 | 0 | -4
CCOC(=O)CSc1nc2c([nH]c3ccccc32)c(=O)n1C | 7 | 1 | 1 | -5 | x | 15 | -1 | 0 | -1
N#Cc1ccccc1NC1=CC(=O)CCC1 | -9 | -3 | 3 | 3 | -9 | 21 | 2 | 1 | -2
Nc1ccnc(Oc2ccc(F)cc2)c1 | -2 | 6 | 5 | 6 | 0 | 12 | 1 | 1 | -1
Cn1c(Sc2ccc(C(F)(F)F)cc2[N+](=O)[O-])nnc1-c1ccccc1 | 51* | 16 | 1 | 25 | -17 | 29 | 4 | 0 | -2
CCC(=O)Nc1nc2ccc(S(C)(=O)=O)cc2s1 | 32 | 18 | 2 | 20 | -7 | 22 | -2 | -6 | 0
COc1ccc(C(=O)c2ccc(OC)cc2O)c(O)c1 | -10 | 0 | -2 | -5 | -12 | 17 | -1 | 1 | -1
O=C(Nc1ccc(Nc2ccccc2)cc1)C(Cl)Cl | -11 | 4 | 2 | 2 | -3 | 7 | 2 | 2 | 0
CNC(=O)CSc1nc2[nH]ncc2c(=O)[nH]1 | 1 | 9 | 0 | -5 | 16 | 14 | -1 | 9 | 2

Entries listed so far that contain a nitro group on carbon:
SMILES | KLK5 inh | FXIa inh 1536 | Wee1 degr inh | thrombin 1536 | 14-3-3 Bad inh | FXIIa inh | Runt-SMMHC FRET | Hck-Nef inh | Runt-CBFb FRET
Cc1cc(C)n(-c2ccc([N+](=O)[O-])cc2)n1 | -25 | 10 | -1 | -9 | 0 | 12 | 1 | 1 | 3
O=C(Oc1ccc(Cl)c2cccnc12)c1cccc([N+](=O)[O-])c1 | -19 | -3 | 2 | -1 | 6 | 3 | 1 | 2 | -1
CC1CCN(c2ccc(C(=O)Nc3nnc(C4CC4)s3)cc2[N+](=O)[O-])CC1 | 1 | 4 | 0 | 3 | 10[fluorescence artefact?] | 4 | 1 | -1 | -2
CC1(c2cc([N+](=O)[O-])cc([N+](=O)[O-])c2)CC(C)(C)N(C(=O)c2ccccc2)c2ccccc21 (stereo not drawn) | -10 | 4 | 0 | 1 | 14 | 12 | 0 | 1 | -4
CCOc1cc(/C=C\[N+](=O)[O-])ccc1OCC(=O)Nc1ccccc1C | -6 | 1 | -4 | 2 | 4 | 23 | -3 | 3 | 18
Cn1c(Sc2ccc(C(F)(F)F)cc2[N+](=O)[O-])nnc1-c1ccccc1 | 51* | 16 | 1 | 25 | -17 | 29 | 4 | 0 | -2

High-throughput results from PubChem.
